MmCpn inh = Inhibitors of TCP-1 ring complex (TRiC) of Methanococcus maripaludis (MmCpn): qHTS; Potency, µM (doses to about 76.9 µM), without a hit: at the highest dose activity, negative = inhibition, most hits filed as inhibitors; Chaperonin Mm-Cpn (Methanococcus maripaludis); purified Mm-Cpn ATPase, ADP Transcreener TR-FRET; 330,000 compounds, 0.031% hits; AID 504842, 2011; note: potency is the fitted concentration of half-maximal effect; % is set by controls: 0 for no effect and ±100 for the full control effect; nearly all actives have a fitted effect of over 80% in size
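Quantitative HTS used 25 nM Mm-CPN and 10 uM ATP in magnesium/KCl Tris buffer, pH 7.4, with 1 mM DTT. Hydrolysis ran 30 min at 37°C; ADP was read by HTRF.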
D3 antag = qHTS of D3 Dopamine Receptor Antagonist: qHTS. D(3) dopamine receptor (Homo sapiens), P35462. D3R cells, DiscoveRx beta-arrestin luminescence, antagonist mode; stronger effect = lower value. max response, negative = inhibition, %. 360,000 compounds, 2.5% hits. AID 652054, 2013; in the data active = max response below about -50%; inconclusive = no clear call, values can overlap the other calls; note: % is set by controls: 0 for no effect and ±100 for the full control effect; mostly tested at two doses, the higher about 12 µM
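Cells expressing the human receptor were seeded at 1500 cells/well, incubated overnight at 37 degrees C in 5% CO2, then exposed to library compounds with dopamine controls for 90 minutes at 37 degrees C before luminescent detection.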
PTHR1 ag = qHTS for PTHR1 Agonists: Primary Screen; HEK293 GP2 PTHR1 cells, GloSensor cAMP luminescence, 1 h; 410,000 compounds, 0.075% hits; Parathyroid hormone/parathyroid hormone-related peptide receptor (Homo sapiens), Q03431; Potency, µM (highest dose often 115 µM), inactives show at the highest dose activation, actives largely listed as activators; note: potency is the fitted concentration of half-maximal effect; nearly all actives have a fitted effect of over 55% in size; some results filed as inactive show a strong effect at the top dose; inactives centre near -15; many of its hits are not listed in these tables
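HEK-293-derived GP2 cells expressing PTHR1 and a GloSensor cAMP reporter, 3,000/well, plated overnight, given luciferin plus IBMX (each 0.5 mM as added) for 1 h at 37 °C, then compound for 1 h at 37 °C. Luminescence was read after 15 min at room temperature.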
EPAC2 antagonist = qHTS for Antagonist of cAMP-regulated guanine nucleotide exchange factor 2 (EPAC2): primary screen; 360,000 compounds, 0.18% hits; EPAC2 GEF exchange of Rap1B-BODIPY-GDP, fluorescence; AID 720708, 2013; Potency, µM (series often up to 114 µM), without a hit: at the highest dose activity, negative = inhibition, hits mostly inhibitors; note: potency is the fitted concentration of half-maximal effect; % is set by controls: 0 for no effect and ±100 for the full control effect; nearly all actives have a fitted effect of over 45% in size; many of its hits are not listed in these tables
Target sequence (Q8WZA2 whole entry, looked up): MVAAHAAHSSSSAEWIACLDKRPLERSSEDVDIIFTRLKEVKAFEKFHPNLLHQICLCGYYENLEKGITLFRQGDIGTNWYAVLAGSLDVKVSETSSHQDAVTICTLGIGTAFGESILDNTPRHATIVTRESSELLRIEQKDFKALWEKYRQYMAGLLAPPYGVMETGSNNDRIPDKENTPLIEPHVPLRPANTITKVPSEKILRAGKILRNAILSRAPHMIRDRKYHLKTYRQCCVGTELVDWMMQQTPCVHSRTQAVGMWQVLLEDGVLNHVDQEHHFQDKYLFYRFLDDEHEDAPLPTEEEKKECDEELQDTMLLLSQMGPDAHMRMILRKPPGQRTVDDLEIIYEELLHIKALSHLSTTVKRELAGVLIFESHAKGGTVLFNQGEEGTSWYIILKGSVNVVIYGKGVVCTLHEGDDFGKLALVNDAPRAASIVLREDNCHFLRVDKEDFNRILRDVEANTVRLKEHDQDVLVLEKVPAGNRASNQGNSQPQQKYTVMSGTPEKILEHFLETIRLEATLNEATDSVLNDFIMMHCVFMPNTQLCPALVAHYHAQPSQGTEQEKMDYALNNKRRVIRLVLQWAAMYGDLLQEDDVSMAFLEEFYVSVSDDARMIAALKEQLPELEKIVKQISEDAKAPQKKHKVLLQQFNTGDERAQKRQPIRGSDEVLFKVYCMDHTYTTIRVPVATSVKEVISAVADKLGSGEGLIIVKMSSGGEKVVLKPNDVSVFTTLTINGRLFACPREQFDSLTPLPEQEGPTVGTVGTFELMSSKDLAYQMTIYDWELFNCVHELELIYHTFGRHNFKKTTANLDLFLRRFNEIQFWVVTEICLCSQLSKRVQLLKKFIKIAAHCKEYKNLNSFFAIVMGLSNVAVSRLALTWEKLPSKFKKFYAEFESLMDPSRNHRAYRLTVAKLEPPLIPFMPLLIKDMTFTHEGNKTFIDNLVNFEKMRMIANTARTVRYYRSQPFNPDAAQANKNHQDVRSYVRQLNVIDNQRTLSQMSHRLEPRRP
CCT chaperon mod = High-Throughput Screening for Modulators of Cytosolic Chaperonin Activity; 360,000 compounds, 0.3% hits; activity change, % (no concentration beside the values), hits read low; AID 651819, 2012; purified chaperonin ATPase assay, HTRF ADP detection, 30 min; in the data active = activity change below about -30%; note: % is set by controls: 0 for no effect and ±100 for the full control effect
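Enzyme 40 or 20 nM (batch-dependent) in Tris pH 7.4/KCl/MgCl2/DTT; cpd 76 uM single point; ATP 10 uM; 30 min 37 °C; Transcreener ADP HTRF detection, 30 min RT; ratio 665/615.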
D3 ag = qHTS of D3 Dopamine Receptor Agonist: qHTS; D3R DiscoveRx beta-arrestin cells, luminescence, 90 min; max activation, %; 410,000 compounds, 0.58% hits; AID 652048, 2013; in the data active = max activation above about 30%; note: 0% is about no effect; mostly tested at two doses, the higher about 12 µM
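Cells at 1500/well, incubated overnight, then treated with pinned compounds (dopamine as control) for 90 min at 37 degrees C. DiscoveRx reagent added for 30 - 60 minutes at room temperature; luminescence read.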
Akt phos inh = HTS Assay for Inhibitors of Akt Phophorylation: Primary Screen; Neuro2A IGF-stimulated pAkt S473 HTRF, 20 min; stronger effect = lower value; activity change, % for hits at 50 µM; 360,000 compounds, 0.32% hits; in the data active = activity change below about -80%; inconclusive = mostly about -51% to -80%; note: % is set by controls: 0 for no effect and ±100 for the full control effect
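Neuro2A cells in DMEM with 0.5% FBS, overnight at 37 deg C, given compound at single 50 µM final, then IGF (6 nM final) for 20 min at 37 deg C. Lysed; phospho-Akt Ser473 by HTRF after 24 h, 665/615 ratio.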
EPAC2 ag = qHTS for Agonist of cAMP-regulated guanine nucleotide exchange factor 4 (EPAC2): primary screen. 360,000 compounds, 0.079% hits. Rap guanine nucleotide exchange factor 4 (Homo sapiens), Q8WZA2. EPAC2 activation, biochemical qHTS; response scale: 100% = 6.5 mM cAMP response. Potency, µM (top dose mostly 154 µM), inactives show at the highest dose activation, usual class: activators; note: potency is the fitted concentration of half-maximal effect; nearly all actives have a fitted effect of over 50% in size
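Fluorescence exchange assay: 100 nM EPAC2 with 250 nM RAP1B-BODIPY-GDP and 50 uM GDP; compounds tested as a concentration-titration series (qHTS). Loss of Rap1-bound BODIPY-GDP fluorescence read at 480/540 nm; data normalized to 6.5 mM cAMP.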
* hit, by the source's call; i = inactive; ? = inconclusive; nt = not tested or not shown; & = joins results of further samples; [ ] = another dose, or the depositor's remark. Unless noted, calls come from the whole dose curve; as a rule, active = well fitted curve in the direction sought with a large enough effect; inconclusive = small, poorly fitted or top-dose-only effect, or another doubt; inactive = no such curve, though single readings can be large; an effect the other way counts as inactive or inconclusive. A portion of the library; count on the stated rates, not on these rows.

SMILES	MmCpn inh	D3 antag	PTHR1 ag	EPAC2 antagonist	CCT chaperon mod	D3 ag	Akt phos inh	EPAC2 ag
c1ccc(C2NCc3ccccc3-n3cccc32)cc1 (configuration not stated)	0.5%	-18.1	-18.6%	3.6%	-1.8	-9.2	i	9.9%
Cc1ccc(C)c(NC(=O)CCNC(=O)N2C[C@H]3C[C@@H](C2)c2cccc(=O)n2C3)c1	1.6%	13.1	-3.7%	0.7%	0.2	11.3	i	4.0%
N#CCCn1cc(C(=O)NCc2ccccc2)c(-c2ccc3c(c2)OCCO3)n1	-0.7%	11.9	?	2.6%	-1.5	-0.1	i	3.8%
CC[C@H]1c2ccccc2[C@@H]2CC[C@H]1N2c1ccccc1	nt	-27.7	-8.8%	-27.6%	nt	-11.1	i	4.6%
CCCCSC1=NN1c1nc(N)nc(C)c1CC	3.4%	13.1	i	1.6%	-25.1	1.7	nt	10.1%
Cc1c(C(=O)Nc2ccccc2)cc(-c2ccccc2)n1CCCN1CCOCC1	-2.0%	-19.1	8.3%	5.6%	-2.9	-31.7	i	7.2%
O=S(=O)(c1cccc(C(F)(F)F)c1)N1Cc2ccccc2-n2nncc2C1	nt	0.0	-70.8%[inhibitor]	-8.9%	0.3	-8.0	i	13.3%
COc1ccc(OC(=O)N(C)C[C@H]2OCc3cnnn3CCCC(=O)N([C@@H](C)CO)C[C@H]2C)cc1	nt	15.3	-17.8%	0.1%	0.9	1.5	i	5.6%
CCCCn1c(O)c(C=NCCCn2ccnc2)c(=O)[nH]c1=O	1.7%	-3.5	-17.2%[57.5 µM]	-3.6%	-1.9	-7.1	i	6.1%
COCCCNC(=O)c1c(NC(=O)c2ccccc2Cl)n(Cc2ccccc2)c2nc3ccccc3nc12	0.6%	?	16.5%[57.5 µM]	-4.6%[57.1 µM]	0.2	-3.2	i	10.1%
CNC(C(=O)c1ccccc1)C(OC)c1ccccc1 (configuration not stated)	-4.8%	-9.1	i	-3.3%	-0.8	-2.3	i	1.0%
C[C@]12CC(=O)CC1CCC1C2CC[C@@]2(C)C1CC[C@@H]2O (some centres not stated)	-0.9%	-11.4	i	7.5%	-2.9	2.2	i	9.2%
O=C1CN(O)C(c2ccccc2)=c2cc(Cl)ccc2=N1	-1.4%	1.8	-8.0%	12.3%	-0.6	-4.5&-5.5	i	10.6%
CCc1ccccc1NC(=O)CNCc1ccccc1	-0.3%	-10.0	-1.6%	2.4%	0.0	-12.4	i	8.1%
Cc1ccc(-c2nc3ccccc3c(=O)n2-c2ccccn2)cc1	0.3%	-1.9	-0.3%	6.6%	-1.2	-1.2	i	1.4%
N[C@@H](Cc1c[nH]c2ccccc12)c1nnc(SCc2ccccc2F)o1	1.5%	10.0	i	-0.2%	-0.2	-3.1	i	0.2%
CC[C@H](C)/C=C(C)/C=C/C1=CC2=C(Cl)C(=O)[C@](C)(OC(C)=O)C(=O)C2=CO1	-1.3%	14.8	-33.9%[inhibitor]	8.91µM*	2.2	-10.7	i	9.7%
C=CCn1c(O)c(C(CC)=NC(C)c2ccccc2)c(=O)[nH]c1=O (configuration not stated)	-0.6%	18.8	-18.5%	4.6%	-0.3	3.2	i	-13.7%
O=C1NC(=O)C(CCc2ccncc2)(Cc2ccc3c(c2)OCO3)C(=O)N1CCc1ccccc1 (configuration not stated)	0.6%	39.1	27.3%	-22.9%	-0.1	-1.9	nt	23.7%
C#CC1(OC(=O)c2ccccc2)CC(C)N(C)CC1C (configuration not stated)	-0.1%	-17.4	i	8.4%	1.4	-9.2	i	-1.9%
C1=NCCCN2CCCCC12 (configuration not stated)	nt	2.0	-1.3%	-5.4%	0.8	-4.2	i	2.1%
CC(Oc1cc2oc(=O)c3c(c2cc1Cl)CCCC3)C(=O)NCc1ccccn1 (configuration not stated)	-3.0%	4.0	-67.1%[inhibitor]	-2.7%	-1.1	2.0	i	-1.3%
COCCN1C(=O)/C(=C/c2c(OC)cc(OC)cc2OC)C(=O)N(c2ccccc2)C1=O	-0.9%	17.2	i	-2.0%	-0.8	0.8	i	-2.4%
CSc1ccccc1NP1(=O)OCC(C)([N+](=O)[O-])CO1 (configuration not stated)	nt	6.9	i	-6.9%	-2.5	-10.2	i	0.0%
CCOC(=O)[C@]12Cc3cc(C)ccc3[C@H]1N(C)C(=O)c1ccccc12	nt	-6.9	-79.0%[inhibitor]	-19.2%	0.8	2.5	i	6.1%
CC[C@H]1CN(C)C[C@@]2(C(=O)OC)Cc3c([nH]c4ccccc34)C(=O)C[C@@H]12	nt	0.2	i	2.4%	-0.6	27.7	i	4.6%
COc1cccc(OC)c1C(=O)Nc1nc(N)n(-c2ccccc2)n1	2.0%	12.8	i	-0.6%	-1.1	-1.5	i	10.2%
COc1ccc(O)c(CN2CCCC(C(=O)c3ccccc3SC)C2)c1 (configuration not stated)	2.0%	?	i	-11.3%	-45.1*	-35.6	i	15.5%

Random excerpt: two records from the list.
SMILES	MmCpn inh	D3 antag	PTHR1 ag	EPAC2 antagonist	CCT chaperon mod	D3 ag	Akt phos inh	EPAC2 ag
Cc1ccc(C)c(NC(=O)CCNC(=O)N2C[C@H]3C[C@@H](C2)c2cccc(=O)n2C3)c1	1.6%	13.1	-3.7%	0.7%	0.2	11.3	i	4.0%
O=S(=O)(c1cccc(C(F)(F)F)c1)N1Cc2ccccc2-n2nncc2C1	nt	0.0	-70.8%[inhibitor]	-8.9%	0.3	-8.0	i	13.3%

Given with bars between the fields: twelve of the compounds above
SMILES | MmCpn inh | D3 antag | PTHR1 ag | EPAC2 antagonist | CCT chaperon mod | D3 ag | Akt phos inh | EPAC2 ag
CC[C@H](C)/C=C(C)/C=C/C1=CC2=C(Cl)C(=O)[C@](C)(OC(C)=O)C(=O)C2=CO1 | -1.3% | 14.8 | -33.9%[inhibitor] | 8.91µM* | 2.2 | -10.7 | i | 9.7%
C=CCn1c(O)c(C(CC)=NC(C)c2ccccc2)c(=O)[nH]c1=O (configuration not stated) | -0.6% | 18.8 | -18.5% | 4.6% | -0.3 | 3.2 | i | -13.7%
O=C1NC(=O)C(CCc2ccncc2)(Cc2ccc3c(c2)OCO3)C(=O)N1CCc1ccccc1 (configuration not stated) | 0.6% | 39.1 | 27.3% | -22.9% | -0.1 | -1.9 | nt | 23.7%
C#CC1(OC(=O)c2ccccc2)CC(C)N(C)CC1C (configuration not stated) | -0.1% | -17.4 | i | 8.4% | 1.4 | -9.2 | i | -1.9%
C1=NCCCN2CCCCC12 (configuration not stated) | nt | 2.0 | -1.3% | -5.4% | 0.8 | -4.2 | i | 2.1%
CC(Oc1cc2oc(=O)c3c(c2cc1Cl)CCCC3)C(=O)NCc1ccccn1 (configuration not stated) | -3.0% | 4.0 | -67.1%[inhibitor] | -2.7% | -1.1 | 2.0 | i | -1.3%
COCCN1C(=O)/C(=C/c2c(OC)cc(OC)cc2OC)C(=O)N(c2ccccc2)C1=O | -0.9% | 17.2 | i | -2.0% | -0.8 | 0.8 | i | -2.4%
CSc1ccccc1NP1(=O)OCC(C)([N+](=O)[O-])CO1 (configuration not stated) | nt | 6.9 | i | -6.9% | -2.5 | -10.2 | i | 0.0%
CCOC(=O)[C@]12Cc3cc(C)ccc3[C@H]1N(C)C(=O)c1ccccc12 | nt | -6.9 | -79.0%[inhibitor] | -19.2% | 0.8 | 2.5 | i | 6.1%
CC[C@H]1CN(C)C[C@@]2(C(=O)OC)Cc3c([nH]c4ccccc34)C(=O)C[C@@H]12 | nt | 0.2 | i | 2.4% | -0.6 | 27.7 | i | 4.6%
COc1cccc(OC)c1C(=O)Nc1nc(N)n(-c2ccccc2)n1 | 2.0% | 12.8 | i | -0.6% | -1.1 | -1.5 | i | 10.2%
COc1ccc(O)c(CN2CCCC(C(=O)c3ccccc3SC)C2)c1 (configuration not stated) | 2.0% | ? | i | -11.3% | -45.1* | -35.6 | i | 15.5%

Source: PubChem BioAssay
